CCT modulator: High-Throughput Screening for Modulators of Cytosolic Chaperonin Activity | activity change, % (no concentration beside the values), hits read low | AID 651819, 2012 | 0.3% of 360,000 active | purified chaperonin ATPase assay, HTRF ADP detection, 30 min; in the data active = activity change below about -30%; note: % is set by controls: 0 for no effect and ±100 for the full control effect
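TRiC at 40 or 20 nM final (batch-dependent) in 30 mM Tris pH 7.4, 100 mM KCl, 5 mM MgCl2, 1 mM DTT, with compound at single 76 uM and 10 uM ATP, 30 min at 37 deg C. ADP detected by HTRF Transcreener, 665/615 ratio.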
EPAC2 ag: qHTS for Agonist of cAMP-regulated guanine nucleotide exchange factor 4 (EPAC2): primary screen; Rap guanine nucleotide exchange factor 4 (Homo sapiens), Q8WZA2; EPAC2 activation, biochemical qHTS; response scale: 100% = 6.5 mM cAMP response; Potency, µM (top dose mostly 154 µM), without a hit: at the highest dose activation, most hits filed as activators; 0.079% of 360,000 active; note: potency is the fitted concentration of half-maximal effect; nearly all actives have a fitted effect of over 50% in size
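Guanine nucleotide exchange by EPAC2 is measured as reduced fluorescence of BODIPY-GDP once it is released from 250 nM Rap1B. Plates are read kinetically for 30 min at room temperature; results are scaled to 6.5 mM cAMP.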
IL2 activator: qHTS of IL-2 Activators; 0.065% of 360,000 active; activation, % (series mostly up to about 46 µM); AID 652025, 2013; IL-2 activation reporter assay, cell-based qHTS; stimulated with anti-CD3/CD4/CD28 beads; in transgenic mouse T cells; in the data active = activation above about 50%; inconclusive = mostly about 30% to 49%; note: 0% is about no effect
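EGFP and DsRed fluorescence is measured by plate cytometry in unstimulated transgenic mouse T cells exposed to compound for 60 minutes, then stimulated 18 hours at 37 degrees C with anti-CD3/anti-CD4 beads plus anti-CD28.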
WRN helicase inh: qHTS for Inhibitors of WRN Helicase; Bifunctional 3'-5' exonuclease/ATP-dependent helicase WRN (Homo sapiens), Q14191; WRN helicase unwinding, fluorescent forked duplex, kinetic; Potency, µM (highest dose often 114 µM), inactives show at the highest dose activity change, negative = inhibition, hits mostly inhibitors; 0.46% of 360,000 active; AID 651768, 2012; note: potency is the fitted concentration of half-maximal effect; % is set by controls: 0 for no effect and ±100 for the full control effect; nearly all actives have a fitted effect of over 55% in size
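Enzyme (20 nM final) and test compound sit together 15 min at room temperature before substrate addition. Substrate is a single-forked duplex oligonucleotide (100 nM) labelled with fluorophore and quencher, with 2 mM ATP; helicase unwinding raises red fluorescence, read kinetically.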
PLK1 PBD inh: qHTS for Inhibitors of PLK1-PDB (polo-like kinase 1 - polo-box domain): Primary Screen; Plk1 PBD binding of FITC phosphopeptide, fluorescence polarization; Serine/threonine-protein kinase PLK1 (Homo sapiens), P53350; 2.8% of 360,000 active; Potency, µM, inactives show max response, negative = inhibition, hits mostly inhibitors; note: potency is the fitted concentration of half-maximal effect; series mostly up to about 57 µM; % is set by controls: 0 for no effect and ±100 for the full control effect; nearly all actives have a fitted effect of over 65% in size
Target sequence (P53350 whole entry, looked up, the tested form may be a part): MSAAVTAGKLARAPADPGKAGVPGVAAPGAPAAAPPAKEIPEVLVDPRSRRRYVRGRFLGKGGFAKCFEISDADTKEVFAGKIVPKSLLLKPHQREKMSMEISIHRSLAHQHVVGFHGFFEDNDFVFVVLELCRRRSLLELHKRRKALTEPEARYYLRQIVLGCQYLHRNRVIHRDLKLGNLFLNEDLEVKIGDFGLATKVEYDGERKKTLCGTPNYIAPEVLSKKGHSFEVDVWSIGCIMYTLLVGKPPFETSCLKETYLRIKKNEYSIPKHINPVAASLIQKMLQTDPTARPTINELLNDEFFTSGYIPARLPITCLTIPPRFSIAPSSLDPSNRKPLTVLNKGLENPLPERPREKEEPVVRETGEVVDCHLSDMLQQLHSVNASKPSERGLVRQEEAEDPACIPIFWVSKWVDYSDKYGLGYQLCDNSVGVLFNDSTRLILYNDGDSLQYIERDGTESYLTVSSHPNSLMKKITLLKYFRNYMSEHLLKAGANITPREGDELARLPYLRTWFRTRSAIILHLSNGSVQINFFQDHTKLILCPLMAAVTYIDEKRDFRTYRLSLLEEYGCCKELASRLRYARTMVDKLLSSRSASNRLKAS
PI5P4K alpha inh: qHTS for Inhibitors of phosphatidylinositol 5-phosphate 4-kinase (PI5P4K) | Phosphatidylinositol 5-phosphate 4-kinase type-2 alpha (Homo sapiens), P48426 | PI5P4Kalpha enzyme, ADP-Glo luminescence, 60 min; stronger effect = lower value | max response, % | 1.2% of 330,000 active; active = max response of -50% or lower; inconclusive = between -30% and -50%; inactive = -30% or higher; note: value at the top dose of about 77 µM; % is set by controls: 0 for no effect and ±100 for the full control effect
Target sequence (P48426 whole entry, looked up): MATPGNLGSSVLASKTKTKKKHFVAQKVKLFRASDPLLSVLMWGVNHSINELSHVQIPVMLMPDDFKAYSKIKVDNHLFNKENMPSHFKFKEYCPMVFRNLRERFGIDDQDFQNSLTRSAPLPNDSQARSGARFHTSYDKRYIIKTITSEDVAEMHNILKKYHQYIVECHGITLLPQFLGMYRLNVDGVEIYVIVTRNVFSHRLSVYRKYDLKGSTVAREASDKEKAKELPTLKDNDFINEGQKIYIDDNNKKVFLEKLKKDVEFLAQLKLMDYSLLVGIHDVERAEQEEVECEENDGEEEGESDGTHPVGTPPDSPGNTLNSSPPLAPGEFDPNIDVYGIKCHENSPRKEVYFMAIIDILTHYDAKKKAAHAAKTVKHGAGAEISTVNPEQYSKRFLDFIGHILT
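Quantitative HTS of the MLSMR library against PI5P4Kalpha with substrate. ATP added last at 5 microM final; room temperature, 60 minutes. Remaining ATP depleted, ADP converted and read as luminescence.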
EPAC1 ag: qHTS for Agonist of cAMP-regulated guanine nucleotide exchange factor 3 (EPAC1): primary screen | 0.073% of 360,000 active | EPAC1 agonist qHTS, biochemical assay; response scale: 100% = response to 6.5 mM cAMP | Rap guanine nucleotide exchange factor 3 (Homo sapiens), O95398 | Potency, µM (doses to about 154 µM), without a hit: top-dose activation, hits mostly activators; note: potency is the fitted concentration of half-maximal effect; nearly all actives have a fitted effect of over 60% in size
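Normalized to 6.5 mM cAMP, activity reflects EPAC1-catalysed release of BODIPY-GDP from Rap1B, followed kinetically over 30 min at 480 nm excitation, 540 nm emission. Reaction contained 100 nM EPAC1, 250 nM Rap1B-BODIPY-GDP, 50 uM GDP.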
EPAC1 antag: qHTS for Antagonist of cAMP-regulated guanine nucleotide exchange factor 3 (EPAC1): primary screen | 0.14% of 360,000 active | AID 720709, 2013 | EPAC1 GEF assay, Rap1b-BODIPY-GDP exchange fluorescence | Potency, µM (highest dose often 115 µM), inactives show at the top dose activity change, negative = inhibition, actives largely listed as inhibitors;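 note: potency is the fitted concentration of half-maximal effect; plate controls were vehicle for no effect and positive control for full effect; nearly all actives have a fitted effect of over 50% in size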
Starred values were filed as active, the others as inactive; u = inconclusive; x = no result given; & = joins results of further samples; [ ] = another dose, or the depositor's remark. Unless noted, calls come from the whole dose curve; as a rule, active = well fitted curve in the direction sought with a large enough effect; inconclusive = small, poorly fitted or top-dose-only effect, or another doubt; inactive = no such curve, though single readings can be large; an effect the other way counts as inactive or inconclusive.

Value order – EPAC2 ag, EPAC1 antag, CCT modulator, EPAC1 ag, IL2 activator, WRN helicase inh, PLK1 PBD inh, PI5P4K alpha inh
C[N+]1(C)C2CCC1CC(OC(=O)c1ccccc1)C2 (stereo not drawn)
 : 9%, 4%, -1.7, 1%, 1.3, 0%, -14%, -3
CC(=O)c1cn(Cc2ccccc2C#N)c2ccccc12
 : -3%, 3%, -0.6, 3%, -4.0, 1%, 3%, 1
CCC1CN2CCc3cc(OC)c(OC)cc3C2CC1CC1NCCc2c1[nH]c1ccc(O)cc21 (stereo not drawn)
 : 7%, -14%, -1.9, 1%, -3.0, -14%, -2%, 21
O=P(Oc1ccccc1)(Oc1ccccc1)C(O)c1ccccc1 (stereo not drawn)
 : 3%, -2%, -1.0, -11%, 1.0, -3%, -14%, -6
O=C1NC(=O)C(=CCc2ccccc2)C(=O)N1
 : 4%, 8%, -0.3, -4%, 0.7, -12%, 0%, u
N#CCN1CCN(c2ccc(C(F)(F)F)cc2)CC1
 : -5%, 9%, -1.1, 2%, -3.2, -14%, 0%, 0
CCOC(=O)[C@]12Cc3cc(OC)ccc3[C@H]1N(CC(=O)OC)C(=O)c1cc(OC)ccc12
 : 12%, 0%, -1.6, -14%, -1.2, -2%, 13µM*, 1
C=C1C(=O)O[C@@H]2C[C@@H](C)[C@@H]3C4OC4C(=O)[C@@]3(C)[C@@H](O)[C@H]12 (stereo partly drawn)
 : 11%, u, -1.0, -19%, -0.9, 6%, -22%, 3
CC(=NC(C)c1ccccc1)c1c(O)[nH]c(=O)[nH]c1=O (stereo not drawn)
 : 1%, 1%, -2.1, -4%, -0.5, 2%, -9%, x
O=C(COc1ccc(Cl)cc1Cl)N1CCN(C/C=C/c2ccccc2)CC1
 : 17%, -16%, -0.7, 27%, -1.0, -10%, 1%, x
CCOC(C(=O)OCCC[N+](C)(CC)CC)(c1ccccc1)c1ccccc1
 : 10%, -1%, 0.7, 5%, -2.5, -7%, -2%, x
CC(C)C[C@H]1C(=O)N2CCC[C@H]2[C@]2(O)O[C@](NC(=O)[C@@H]3C=C4c5cccc6[nH]cc(c56)C[C@H]4N(C)C3)(C(C)C)C(=O)N12
 : 7%, 16%, -2.9, -21%, 0.8, -10%, u, u
CCOc1ccc(N=C2SCCCN2C)cc1
 : -16%, 7%, -0.6, 7%, -2.4, 7%, -10%, 3
O=P(O)(O)CN1CCNCCN(CP(=O)(O)O)CCNCC1
 : 5%, 4%, -1.1, -4%, 3.6, 9%, 2%, -1
CC1(C)C(=O)CC[C@@]2(C)C1=CCC1C2CC[C@]2(C)C(=O)CCC12 (stereo partly drawn)
 : -4%, 13%, 1.6, -4%, 0.1, -9%, -7%, 0
CC(C)N1CCC2(CC1)NC(CO)(CO)CO2
 : 1%, 2%, -5.9, 3%, -3.8, -2%, -9%, 1
COc1ccc(CCn2c(O)c(C=NC3CC3)c(=O)[nH]c2=O)cc1OC
 : 2%, -2%, -0.9, 4%, 2.5, -2%, -8%, -2
Cc1ccc(-n2c(CNCc3ccc(F)cc3)nc3ccccc3c2=O)cc1
 : 15%, 23%, 0.9, -7%, -0.2, 4%, 3%, 5
Cc1ccc2c(c1)N(C(C)C(=O)N1CCC3(CC1)OCCO3)C(=O)CO2 (stereo not drawn)
 : 3%, 5%, 0.1, 2%, -0.4, 8%, -2%, -1
S=C(NCCc1ccccc1)NCCc1cnc[nH]1
 : 11%, -4%, -3.0, 10%, -2.4, 1%, -5%, 1
O=C1NC(=O)N(c2ccccc2)C(=O)/C1=C/c1ccoc1
 : 11%, -7%, 1.8, 23%, 0.1, u, 5.3µM*, u
CC(C)C[C@H]1COc2cc(N3CCN(C)CC3)ccc2S(=O)(=O)N1
 : 11%, -13%, 0.2, 3%, -0.1, -2%, -16%, 1
O=C1CC(N2CC=C(c3ccccc3)CC2)C(=O)N1c1ccc(F)cc1 (stereo not drawn)
 : 14%, -16%, -1.5, 7%, 0.0, -9%, -29%, -22
CN(C)C(=O)Oc1cccc(OCc2n(C)c3ccccc3[n+]2C)c1
 : 5%, 1%, 1.9, 5%, -1.4, 1%, -8%, 2
O=c1cc(CN2CC=C(c3ccccc3)CC2)c2c(ccc3ccccc32)o1
 : 4%, 2%, -22, -3%, -3.1, -7%, -5%, -2
c1ccc(C(CN2CCCCC2)c2ccccc2)cc1
 : 2%, 1%, -0.1, -2%, -0.2, -4%, 4%, -1
COc1cc(OC)cc(-n2nc(C(=O)N3CCC4(CC3)OCCO4)c3ccccc3c2=O)c1
 : 7%, -18%, -3.5, 4%, 8.7, 0%, -4%, -5
Cc1cc(/C=C2\C(=O)NC(=O)N(Cc3ccco3)C2=O)c(C)n1-c1ccc(O)cc1
 : -6%, u, -2.0, 2%, -0.1, u, -29%, -83*
Cc1nc2ccccn2c1P(=S)(N1CCCCC1)N1CCCCC1
 : 9%, -13%, 1.9, -1%, -0.6, -12%, -1%, 1
Clc1ccc(-c2nc3ccc(Cl)cn3c2CN2CCOCC2)cc1
 : 4%, -6%, -6.0, 7%, 0.5, -5%, -13%, 7
CCCN1CCc2cc(O)cc3c2[C@H]1Cc1ccc(O)c(O)c1-3
 : 9%, -9%, -0.7, -25%, -0.1, 0%, -24%, u
O=P(C(Cl)Cl)(N1CCOCC1)N1CCOCC1
 : 12%, -2%, -0.8, 8%, 0.7, -3%[57.1 µM], -10%, -6
C/C=C1/C[C@@H](C)[C@](O)(CO)C(=O)OCC2=CCN3CC[C@@H](OC1=O)[C@@H]23
 : 6%, 0%, -1.1, 0%, 0.5, 6%, -4%, 4
CCOC(=O)C1(CCOc2ccccc2)CCN(Cc2ccccc2OC)CC1
 : 9%, -1%, 0.3, 13%, 0.4, -6%, -6%, 5
Cc1cc(C=C2C(=O)NC(=O)NC2=O)c(C)n1-c1cccnc1
 : 3%, -10%, -1.4, 6%, 0.6, -30%, u, -58*
COC12C(COC(N)=O)C3=C(C(=O)C(C)=C(N)C3=O)N1CC1C2N1C (stereo not drawn)
 : -1%, 6%, 1.4, 2%, 0.0, -13%, -1%, 2
CC(=O)c1ccc(OCC(=O)N2CCCC(N(C)Cc3ccccc3)C2)cc1 (stereo not drawn)
 : 3%, 8%, -2.1, 2%, -0.7, -25%, -7%, 0
Cc1ccc2c(c1)N(C(=O)CCC(=O)N1CCC3(CC1)OCCO3)CCO2
 : 0%, 17%, 1.0, -11%, 3.3, 5%, 1%, -2
Cc1cc(OC(=O)N(C)C)nc(SCc2c(Cl)cccc2Cl)n1
 : 21%, -4%, 2.2, 0%, -0.2, -3%, 1%, 8
C(#CCN1CCCCC1)COCc1ccccc1
 : 5%, 16%, 1.3, -1%, 3.4, 2%, -7%, -3
CNc1cc(Cl)c2nonc2c1[N+](=O)[O-]
 : 0%, -15%, 0.7, -3%, -1.9, u, 8.4µM*, 2
N#CC(C#N)=Cc1ccc(-c2ccccc2F)o1
 : 17%, -3%, -3.3, -12%, -0.9, -2%, u, 4
CCCC(C)C1C(C#N)=C(N)Oc2c1c(=O)oc1ccccc21 (stereo not drawn)
 : 1%, 3%, 2.7, -10%, 0.1, -4%, -3%, 3
COc1ccc(CN2C(=O)NC(=O)/C(=C/c3ccc([N+](=O)[O-])s3)C2=O)cc1
 : -10%, 40µM*, 0.6, -7%, -2.9, 40µM*, 1.9µM*, -75*
COc1ccc(CNCC(=O)N2CCC3(CC2)OCCO3)cc1
 : 13%, 12%, -4.5, 6%, -1.2, -5%, -2%, x
O=C(CCNS(=O)(=O)c1ccccc1)Nc1ccc(Cl)cc1C(=O)c1ccccc1
 : 12%, -9%, -4.5, 2%, -2.1, -1%, -3%, 1
Nc1ncc2[nH]cnc2n1
 : 1%&11%, -3%&-14%, -1.9&0.0, -14%&-8%, -0.2&0.0, 4%&2%, -2%&-15%, -4&-12
Cc1c(N=Cc2c(O)n(Cc3ccco3)c(=O)[nH]c2=O)c(=O)n(-c2ccccc2)n1C
 : 0%[15.6 µM], -7%, 0.3, 10%, -0.8, -10%[11.6 µM], -23%, -6
COC(=O)C1=C(c2ccc(F)cc2OCc2ccccc2)C[C@@H]2CC[C@H]1N2C
 : 3%, 0%, -4.0, 4%, 0.1, 11%, -3%, -1
Clc1cccc(CNCCc2ccc3c(c2)OCO3)c1
 : 2%, 17%, -0.8, 9%, 0.3, 6%, -6%, -5
COc1c(OP2(=S)OCC(C)(C)CO2)cnn(C2CCCCC2)c1=O
 : 16%, -8%, -2.3, 8%, -0.6, -4%, -13%, 6
O=C1NC(=O)C(=Cc2cc([N+](=O)[O-])ccc2N2CCCCC2)C(=O)N1
 : 9%, -2%, 0.3, 13%, 1.7, -11%, -8%, 2
C=CCn1c(O)c(C(C)=NCC2CCCO2)c(=O)[nH]c1=O (stereo not drawn)
 : 2%, 6%, -2.2, 9%, 1.3, -8%, -7%, 0
COC(=O)C1=C(c2c(C)noc2C)C[C@@H]2CC[C@H]1N2C(=O)NCCO
 : 0%, -11%, -3.5, 13%, 0.8, 8%, -1%, 7
COC(=O)C1=C(c2ccc(C(C)=O)cc2)C[C@@H]2CC[C@H]1N2C(=O)NC1Cc2ccccc2C1
 : -9%, -2%, -1.8, 3%, 0.1, 10%, 1%, -5
CCc1nnc(NS(=O)(=O)c2ccc(N=Cc3c(O)n(-c4ccc(Cl)cc4)c(=O)[nH]c3=O)cc2)s1
 : 0%, -19%, -7.5, 5%, 2.8, -19%, 27µM*, u
COC(=O)C1=C(c2ccc(-c3ccccc3)c(F)c2)C[C@@H]2CC[C@H]1N2C(=O)NCc1ccco1
 : 7%, -4%, -0.2, -7%, 1.2, -16%, -23%, -10
Cc1ccc2c(c1)C1CN(C)CCC1N2C(=O)c1cn(-c2ccccc2)nc1-c1ccccc1 (stereo not drawn)
 : 17%, -8%, -0.6, 8%, -0.1, -4%, -6%, 2
COc1ccc(C(C)=O)cc1CC(C(=O)c1ccc(Br)cc1)N(C)C (stereo not drawn)
 : 6%, 4%, -3.4, 3%, 1.0, -3%, -10%, 7

Source: PubChem

Not all compounds are listed. The share of hits here may be higher or lower than overall.
